aSyn yeast rescue: rescues yeast growth from alpha-synuclein toxicity; S. cerevisiae alpha-synuclein toxicity rescue, BacTiter-Glo growth, 24 h; 94,000 compounds, 0.02% hits; Potency, µM (titrated, usually from 46.1 µM), for inactives: top-dose growth rescue (activation), actives largely listed as activators; active means well fitted activation curve with a large enough effect; inconclusive means small, poorly fitted or top-dose-only effect; further: 0% is about no effect
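Growth restoration measured by BacTiter-Glo luminescence after 24 hr at 30 deg C; alpha-synuclein yeast, raffinose-pregrown to mid-log, were added at OD600=0.02 in galactose medium onto pinned compounds.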
* hit, by the source's call; ? = inconclusive; [ ] = remark or other dose. Potency means the concentration at half of the fitted maximal effect. These rows are one share of the data. The share of hits here may be higher or lower than overall.

SMILES	aSyn yeast rescue
CCOc1ccc(CNC(=O)c2nnc(CS(=O)(=O)c3ccccc3)o2)cc1OC	9%
Cn1ccnc1C(O)(c1ccccc1)c1ccccc1	-5%
CCC(C)Nc1nc2c(c(=O)n(C)c(=O)n2C)n1C (stereo not given)	-4%
COc1ccc(NC(=O)C/C(C)=N/NC(=O)c2cccs2)c([N+](=O)[O-])c1	-2%
CC1CCn2c(nc3cc(C(=O)NCc4ccc(OC(C)C)cc4)ccc32)C1 (stereo not given)	-15%
COc1ccc(-c2cccc(NS(=O)(=O)c3cc(C(F)(F)F)ccc3Cl)c2)nn1	-1%
C=CCn1nnnc1-c1cccc(Cl)c1	-4%
Cc1ccc2c(=O)cc(C(=O)Nc3sc4c(c3C(=O)NCc3cccnc3)CCCC4)oc2c1C	-13%
Cn1nc(-c2ccccc2)c2ncc(C(F)(F)F)cc21	-6%
Cc1oc(-c2ccccc2F)nc1CS(=O)(=O)CC(=O)NCc1ccccc1Cl	5%
CC(=O)c1cccc(Nc2ccc3cc(S(=O)(=O)N4CCCC4)ccc3n2)c1	-2%
COc1ccc(N2CCN(C(=O)c3oc4c(c3C)C(=O)CCC4)CC2)cc1	-7%
COc1ccccc1NC(=O)c1cc2c(n(-c3ccc(C)cc3)c1=O)CC(C)(C)CC2=O	-2%
CCc1cc2c(=O)c(-c3nc4ccccc4n3C)c(CCCC(=O)O)oc2cc1OC(=O)C(C)(C)C	10%
Cc1ccc(CNC(=O)c2ccc(CSCc3c(F)cccc3Cl)o2)cc1	?
Nc1c(C(=O)Nc2ccccc2)nnn1Cc1ccc(F)cc1Cl	2%
Cc1oc(-c2cccc(Cl)c2)nc1CN1CCC(C(=O)NC(C)C)CC1	-5%
CCC(C)c1ccc(S(=O)(=O)N2CCN(C(=O)CN3C(=O)NC(C)(C4CC4)C3=O)CC2)cc1 (stereo not given)	15%
CC(C)N1CCc2c(sc(NC(=O)c3cc(-c4cccs4)nc4ccccc34)c2C(N)=O)C1	-3%
Cc1ccc(C)c(OCCn2cc(C(=O)c3cccs3)c3ccccc32)c1	2%
CCOC(=O)C1CCN(C(=O)c2ccc3c(c2)sc2nc(-c4ccc(OC)cc4)cn23)CC1	-10%
CCc1cc(=O)[nH]c(SCc2nc(-c3cccc(Cl)c3)no2)n1	-6%
NNC(=O)c1c[nH]c2ccc(OCc3ccccc3)cc12	-9%
O=C1CC(c2nc3ccccc3n2CCCOc2ccccc2)CN1c1ccc(F)cc1 (stereo not given)	2%
COc1ccccc1C(=O)Nc1c(C(=O)Nc2ccc(C)cc2)oc2ccccc12	-3%
CN1CCN(C(=O)/C(=C/c2ccco2)NC(=O)c2ccccc2)CC1	5%
Cn1cnnc1SCC(=O)NC1CCCc2ccccc21 (stereo not given)	2%
O=C(/C=C/c1ccccc1)n1cnnc1SC/C=C/c1ccccc1	-3%
CCOC(=O)COc1cccc2c(=O)n(CC(=O)NCc3ccc4c(c3)OCO4)ccc12	-1%
CCCOc1ccc(C(=O)Nc2nonc2-c2ccc(OCC)cc2)cc1	-2%
COc1ccc(-c2csc3nc(-c4ccc(F)cc4)oc(=O)c23)cc1OC	-3%
CC(=O)c1ccc(Nc2cc(C)nc3nc(Cc4ccc(Cl)cc4)nn23)cc1	-3%
O=C(Nc1ccc(F)cc1F)N1CCc2c(sc3c2CCCC3)C1c1ccc(F)cc1 (stereo not given)	21%
CNC(=O)C[C@H]1C(=O)N(CCc2ccccc2)C[C@@H]1Cc1ccccc1	8%
Cc1ccc(NC(c2ccc(Cl)cc2)c2nnc(-c3cccc(F)c3)o2)cc1C (stereo not given)	0%
C=CCn1c(C)cc(-c2csc(NC(=O)C3=COCCO3)n2)c1C	5%
CC(=Cc1ccccc1)C(=O)c1ccccc1	-1%
COCCNC(=O)c1cnc2sc(N3CCC(C)CC3)nn2c1=O	-5%
CN(C)c1ccc(C=C2SC(=S)N(Cc3ccco3)C2=O)cc1	0%
CCOC(=O)c1c(C)n(S(=O)(=O)c2ccc(C)cc2)c2ccc(O)c(C(=O)O)c12	-19%
CC(C)Oc1ccc(C(=O)Nc2ccc(N3CCN(C(=O)c4ccco4)CC3)cc2)cc1	0%
Cc1ccc(S(=O)(=O)C(CNC(=O)c2ccc(C(F)(F)F)cc2)c2ccco2)cc1 (stereo not given)	-11%
COC(=O)c1cc2oc3ccccc3c2n1Cc1c(F)cccc1Cl	-4%
COc1ccc(CC(=O)O/N=C(\N)c2ccccc2)cc1OC	3%
CCn1c(SCc2c(F)cccc2Cl)nc(=O)c2c(C(=O)OC)cc(C3CC3)nc21	-7%
COc1ccc(Nc2ccc(N3C(=O)CC(C)C3=O)cc2[N+](=O)[O-])cc1OC (stereo not given)	4%
CCOC(=O)c1c(C)[nH]c(C)c1S(=O)(=O)N1CCCC(C(=O)Nc2ccc(C)c(N(C)C)c2)C1 (stereo not given)	-1%
COc1cc(NC(=O)c2cncc(-c3ccc(C#N)cc3)c2)cc(C(=O)Nc2cccc(C(F)(F)F)c2)c1	-2%
CC(C)(C)OC(=O)N1CCC(c2c(C(=O)NCCc3ccccc3)cnn2-c2ccc(F)cc2)CC1	17%
COc1ccc(CC(=O)NC(C)c2nnc(SCC(=O)Nc3ccccc3)n2C)cc1 (stereo not given)	-4%

Later entries:
SMILES	aSyn yeast rescue
CCn1cc(/C=C(\NC(=O)c2cc(OC)c(OC)c(OC)c2)C(=O)NCCCn2ccnc2)c2ccccc21	7%
O=C(NC(=S)Nc1ccc2[nH]c(=O)[nH]c2c1)c1cncc(Br)c1	-44%[inhibitor]
CCOC(=O)c1ccccc1NC(=O)CN1C(=O)CC(c2ccco2)Sc2ccccc21 (stereo not given)	4%
COC(=O)c1cc(-c2ccc(S(=O)(=O)N3CCCC3)cc2)c(C(F)(F)F)s1	-2%
Cc1ccc(C)c(N(CC(=O)NCc2ccco2)C(=O)CNS(=O)(=O)c2ccccc2)c1	-11%
Cc1cccc(C(=O)Nc2ccc(N3CCN(C(=O)c4ccco4)CC3)cc2)c1	13%
Cc1cccc(C(=O)Nc2ccc(-c3nc4cc(C(C)C)ccc4o3)cc2)c1	0%
Cc1cccc(Cn2cc3c(=O)n(CC(=O)Nc4c(C)cccc4C)nc-3c3cc(F)ccc32)c1	1%
Cc1cccc(-c2nc3scc(CCNS(=O)(=O)c4c(C)noc4C)n3n2)c1	7%
O=C(NCc1cccs1)c1ccc2c(c1)N(Cc1ccccc1Cl)C(=O)c1ccccc1S2	2%
Cc1ccc(C(=O)NC(=O)CSc2nncn2C)cc1	-1%
Cc1ccc(NC(=O)/C=C/c2ccc(C)o2)c(C)c1	23%
CCOC(=O)c1nnc2c(-c3ccc(OC)cc3)c(C)nn2c1N	-1%
Cc1ccc(S(=O)(=O)N2C[C@@H](C)[C@]3(C2)[C@H](O)[C@H](OC(=O)NCc2ccco2)C[C@H]2C(=O)N(c4ccccc4)C(=O)[C@H]23)cc1	0%
CN(N=Cc1ccccc1O)c1ccc2ccccc2n1	3%
O=C(NCc1cn2ccsc2n1)c1c(F)cccc1Cl	4%
CCOC(=O)c1ccc(N2C(=O)c3n[nH]c(C)c3C2c2ccccc2OC)cc1 (stereo not given)	-6%
O=C(CCC(=O)Nc1ccc(F)cc1)N/N=C/c1cccnc1	5%
O=C(c1ccc(Br)cc1)N1CCC(c2nc3ccccc3s2)CC1	-24%
N#Cc1c(C(F)(F)F)cc(-c2ccc(F)cc2)[nH]c1=O	1%
O=C(NNS(=O)(=O)c1ccccc1[N+](=O)[O-])c1ccc(F)cc1	-4%
O=C(O)Cc1ccc2c(c1)Cc1cccnc1O2	5%
NC(=O)c1ccc(Oc2ccc(C(N)=O)cc2)cc1	-13%
CCOc1cc(/C=N/NC(=O)c2cccc(S(=O)(=O)N3CCOCC3)c2)ccc1OCC(=O)N(C)C	4%
CCOC(=O)c1sc2nc(CC(=O)OC)nc(N(C)CCc3ccccn3)c2c1C	14%
CN(C)c1ccc(C2N3CC4(C)CN2CC(C)(C3)C4O)cc1 (stereo not given)	7%
Cc1cc(F)ccc1NCc1ccccc1-c1nnc(-c2ccccc2Cl)o1	2%
O=C(Cc1n[nH]c(=O)c2ccccc12)NCc1ccc(Cl)cc1	-4%
CC1CCCN(Cc2c(O)ccc3c(=O)c(-c4ccc(Cl)cc4)c(C(F)(F)F)oc23)C1 (stereo not given)	4%
CC1CCN(S(=O)(=O)c2ccc3nc(N4CCN(c5ccc(F)cc5)CC4)ccc3c2)CC1	-2%

Exported in markdown: entries from further up.
| canonical_smiles | aSyn yeast rescue |
| --- | --- |
| CN(C)c1ccc(C2N3CC4(C)CN2CC(C)(C3)C4O)cc1 (stereo not given) | 7% |
| Cc1cc(F)ccc1NCc1ccccc1-c1nnc(-c2ccccc2Cl)o1 | 2% |

Further structures follow.
SMILES	aSyn yeast rescue
CCOC(=O)N1CCC(C(=O)Nc2ccc(OCC)cc2)CC1	4%
N#Cc1ccc(CN2CCN(C(=O)CN3C(=O)NC4(CCCC4)C3=O)CC2)cc1	-5%
COCC(=O)N1c2nc(C(C)C)nn2C2(CCCCC2)[C@@H]2CCCC[C@@H]21	-5%
Cc1ccc(OCC(=O)OCc2cc(=O)n3nc(C4CC4)sc3n2)cc1C	5%
O=C(Nc1cc(Cl)cc(Cl)c1)c1cc(S(=O)(=O)NC2CCCC2)ccc1F	?
CCc1nccn1S(=O)(=O)c1cc(OC)ccc1OC	3%
CN(C(=O)c1cc(-c2ccccc2)on1)C1CCCCC1	7%
COc1ccc(-n2nc(C(=O)N3CCCCC3)c3c4ccccc4n(C)c3c2=O)cc1Cl	-5%
CC(=O)c1cccc(NC(=O)CN2C=NS(=O)(=O)c3ccc(C)cc32)c1	1%
CN(C)CCCn1c2c(c(SCC(=O)Nc3ccc4c(c3)OCO4)nc1=O)CCCC2	11%

Reprinted from the part before: 2 entries; new compounds follow.
SMILES	aSyn yeast rescue
CC(=O)c1cccc(NC(=O)CN2C=NS(=O)(=O)c3ccc(C)cc32)c1	1%
CN(C)CCCn1c2c(c(SCC(=O)Nc3ccc4c(c3)OCO4)nc1=O)CCCC2	11%
O=C(NCc1ccccc1Cl)c1ccc(Cn2c(SCc3ccccc3)nc3cccnc32)cc1	-4%
C=CCOc1ccc(CN(C)CC(O)COc2ccc(CCC(C)=O)cc2)cc1 (stereo not given)	-13%
Cc1ccc(C(=O)c2sc(Nc3ccc(F)cc3)nc2N)c(C)c1	1%
NC(=O)c1ccc(NC(=O)CCN=C2NS(=O)(=O)c3ccccc32)cc1	6%
COCC(=O)N1CCc2cc(OC)c(OC)cc2C1COc1ccc2c(C)cc(=O)oc2c1 (stereo not given)	2%
O=C(c1ccc(F)cc1)C1CCN(C(=O)NCc2ccccc2)CC1	5%
Cc1c(C(=O)NCc2ccco2)oc2ccccc12	4%
Oc1c(C(c2ccc(F)cc2)N2CCOCC2)sc2nc(-c3ccco3)nn12 (stereo not given)	8%
COc1ccc(CNS(=O)(=O)CCNC(=O)c2ccc3c(c2)OCO3)cc1	-37%[inhibitor]
COCCCNC(=O)c1ccc2nc(Cc3ccc(OC)cc3)oc2c1	-8%

Individual results from the entries so far.
aSyn yeast rescue with `O=C(c1ccc(F)cc1)C1CCN(C(=O)NCc2ccccc2)CC1` = 5%
aSyn yeast rescue with `Oc1c(C(c2ccc(F)cc2)N2CCOCC2)sc2nc(-c3ccco3)nn12` (stereo not given) = 8%
aSyn yeast rescue with `COCCCNC(=O)c1ccc2nc(Cc3ccc(OC)cc3)oc2c1` = -8%
aSyn yeast rescue with `COc1ccc(CNS(=O)(=O)CCNC(=O)c2ccc3c(c2)OCO3)cc1` = -37%[inhibitor]
aSyn yeast rescue with `NC(=O)c1ccc(NC(=O)CCN=C2NS(=O)(=O)c3ccccc32)cc1` = 6%
aSyn yeast rescue with `C=CCOc1ccc(CN(C)CC(O)COc2ccc(CCC(C)=O)cc2)cc1` (stereo not given) = -13%

In the list so far, 7 contain an NH in an aromatic ring:
SMILES	aSyn yeast rescue
CCc1cc(=O)[nH]c(SCc2nc(-c3cccc(Cl)c3)no2)n1	-6%
NNC(=O)c1c[nH]c2ccc(OCc3ccccc3)cc12	-9%
CCOC(=O)c1c(C)[nH]c(C)c1S(=O)(=O)N1CCCC(C(=O)Nc2ccc(C)c(N(C)C)c2)C1 (stereo not given)	-1%
O=C(NC(=S)Nc1ccc2[nH]c(=O)[nH]c2c1)c1cncc(Br)c1	-44%[inhibitor]
CCOC(=O)c1ccc(N2C(=O)c3n[nH]c(C)c3C2c2ccccc2OC)cc1 (stereo not given)	-6%
N#Cc1c(C(F)(F)F)cc(-c2ccc(F)cc2)[nH]c1=O	1%
O=C(Cc1n[nH]c(=O)c2ccccc12)NCc1ccc(Cl)cc1	-4%

(continued)
SMILES	aSyn yeast rescue
Cc1cccc2cc(/C=N/NC(=O)[C@H]3C[C@@H]3c3ccccc3)c(Cl)nc12	3%
CCOC(=O)c1c(NC(=O)COc2ccccc2OCC)sc2c1CC(C)(C)NC2(C)C	13%
O=C(COC(=O)C1CSC2(c3ccc(F)cc3)CCC(=O)N12)NC(=O)NC1CCCC1 (stereo not given)	10%
CC(=O)Nc1ccc(C(=O)N/N=C/c2ccncc2)cc1	6%
CCSc1cc(C2C(C(=O)OC)=C(C)NC3=C2C(=O)CCC3)c(C)o1 (stereo not given)	1%
Cc1ccc(NC(=O)/C=C\C(=O)N(c2ccc(C(C)C)cc2)C(C(=O)NCc2ccco2)c2ccc(Cl)cc2)cc1 (stereo not given)	6%
Cc1ccc(C(=O)N(Cc2ccco2)Cc2sccc2C)cc1	8%
Cc1cc(C)cc(OCC(=O)Nc2ccc(S(=O)(=O)Nc3ccccn3)cc2)c1	-2%
CCOc1ccc(-c2nonc2NC(=O)c2oc3ccc(CC)cc3c2C)cc1	-15%
O=C(CSc1ncc(-c2ccccc2)[nH]1)Nc1ccccc1F	2%
Cc1cc(NC(=O)CCS(=O)(=O)c2ccc(F)cc2)no1	12%
Cc1ccc(Nc2sc(C(=O)c3ccccc3)c(N)c2S(=O)(=O)c2ccccc2)cc1Cl	10%
Cc1ccc(NC(=O)C(=O)NCC(c2cccnc2)N2CCc3ccccc3C2)cc1 (stereo not given)	4%
CCc1c(C)nc(SCc2nc(-c3ccccc3)no2)[nH]c1=O	1%
Cc1ccc(C(=O)N/C(=C\c2ccc(F)cc2)C(=O)NCCN2CCOCC2)cc1	-6%
